D3 antag: qHTS of D3 Dopamine Receptor Antagonist: qHTS; D3R cells, DiscoveRx beta-arrestin luminescence, antagonist mode; hits give low values; max response, negative = inhibition, %; 360,000 compounds, 2.5% hits; AID 652054, 2013; in the data active means max response below about -50%; inconclusive means no clear call, values can overlap the other calls; further: on the % scale 0 is the no-effect control and ±100 the full control effect; mostly tested at two doses, the higher about 12 µM
Target sequence (P35462 whole entry, looked up): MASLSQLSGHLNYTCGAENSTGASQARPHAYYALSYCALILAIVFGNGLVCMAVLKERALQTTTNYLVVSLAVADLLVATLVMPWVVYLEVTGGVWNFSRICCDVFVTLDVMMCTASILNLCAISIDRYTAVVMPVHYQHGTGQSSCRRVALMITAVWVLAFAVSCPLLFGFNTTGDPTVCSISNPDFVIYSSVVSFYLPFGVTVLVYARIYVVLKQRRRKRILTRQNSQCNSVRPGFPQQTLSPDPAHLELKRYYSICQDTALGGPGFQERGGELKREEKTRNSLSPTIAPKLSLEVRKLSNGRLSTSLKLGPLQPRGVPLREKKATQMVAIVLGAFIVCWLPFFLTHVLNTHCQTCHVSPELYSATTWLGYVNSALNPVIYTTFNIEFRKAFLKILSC
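Cells plated overnight at 1500 cells/well, then exposed to library compounds with dopamine controls for 90 minutes at 37 degrees C. DiscoveRx reagent added for 30–60 minutes at room temperature; luminescence read, quantitative HTS format.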
EPAC2 antagonist: qHTS for Antagonist of cAMP-regulated guanine nucleotide exchange factor 2 (EPAC2): primary screen; EPAC2 GEF exchange of Rap1B-BODIPY-GDP, fluorescence; 360,000 compounds, 0.18% hits; Potency, µM (series often up to 114 µM), inactives show top-dose activity, negative = inhibition, usual class: inhibitors; further: potency means the concentration at half of the fitted maximal effect; on the % scale 0 is the no-effect control and ±100 the full control effect; nearly all actives have a fitted effect of over 45% in size; many of its hits are not listed in these tables
Mm-Cpn inhibitor: Inhibitors of TCP-1 ring complex (TRiC) of Methanococcus maripaludis (MmCpn): qHTS; Potency, µM (top dose mostly 76.9 µM), for the others: at the top dose activity, negative = inhibition, hits mostly inhibitors; purified Mm-Cpn ATPase, ADP Transcreener TR-FRET; 330,000 compounds, 0.031% hits; further: potency means the concentration at half of the fitted maximal effect; on the % scale 0 is the no-effect control and ±100 the full control effect; nearly all actives have a fitted effect of over 80% in size
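25 nM Mm-CPN + cpd, 10 min 37°C; + 10 uM ATP, 30 min 37°C; buffer 30 mM Tris pH 7.4, 100 mM KCl, 5 mM MgCl2, 1 mM DTT; Transcreener ADP HTRF detection 30 min RT.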
pAkt inh: HTS Assay for Inhibitors of Akt Phophorylation: Primary Screen. Neuro2A IGF-stimulated pAkt S473 HTRF, 20 min; hits give low values. activity change, % for hits at 50 µM. 360,000 compounds, 0.32% hits; in the data active means activity change below about -80%; inconclusive means mostly about -51% to -80%; further: on the % scale 0 is the no-effect control and ±100 the full control effect
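Single-point screen (50 µM final compound) in Neuro2A cells stimulated 20 min with 6 nM IGF at 37 deg C. After lysis, Ser473-phosphorylated Akt read by HTRF (ex 330 nm, em 615/665 nm) as the 665/615 ratio.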
EPAC2 agonist: qHTS for Agonist of cAMP-regulated guanine nucleotide exchange factor 4 (EPAC2): primary screen | Rap guanine nucleotide exchange factor 4 (Homo sapiens), Q8WZA2 | EPAC2 activation, biochemical qHTS; response scale: 100% = 6.5 mM cAMP response | Potency, µM (highest dose often 154 µM), without a hit: top-dose activation, most hits filed as activators | 360,000 compounds, 0.079% hits | AID 720711, 2013; further: potency means the concentration at half of the fitted maximal effect; nearly all actives have a fitted effect of over 50% in size
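Compounds were titrated in qHTS against a Rap1B-BODIPY-GDP (250 nM) complex with EPAC2 (100 nM) and GDP (50 uM). BODIPY-GDP release tracked at 480/540 nm over 30 min at room temperature, normalized to 6.5 mM cAMP.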
D3 ag: qHTS of D3 Dopamine Receptor Agonist: qHTS; max activation, %; 410,000 compounds, 0.58% hits; D(3) dopamine receptor (Homo sapiens), P35462; D3R DiscoveRx beta-arrestin cells, luminescence, 90 min; AID 652048, 2013; in the data active means max activation above about 30%; further: 0% is about no effect; mostly tested at two doses, the higher about 12 µM
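Cells at 1500/well, incubated overnight, then treated with pinned compounds (dopamine as control) for 90 min at 37 degrees C. DiscoveRx reagent added for 30 - 60 minutes at room temperature; luminescence read.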
PTHR1 agonist: qHTS for PTHR1 Agonists: Primary Screen | HEK293 GP2 PTHR1 cells, GloSensor cAMP luminescence, 1 h | 410,000 compounds, 0.075% hits | Potency, µM (highest dose often 115 µM), without a hit: at the highest dose activation, actives largely listed as activators | AID 743266, 2014 | Parathyroid hormone/parathyroid hormone-related peptide receptor (Homo sapiens), Q03431; further: potency means the concentration at half of the fitted maximal effect; nearly all actives have a fitted effect of over 55% in size; some results filed as inactive show a strong effect at the top dose; inactives centre near -15; many of its hits are not listed in these tables
Target sequence (Q03431 whole entry, looked up): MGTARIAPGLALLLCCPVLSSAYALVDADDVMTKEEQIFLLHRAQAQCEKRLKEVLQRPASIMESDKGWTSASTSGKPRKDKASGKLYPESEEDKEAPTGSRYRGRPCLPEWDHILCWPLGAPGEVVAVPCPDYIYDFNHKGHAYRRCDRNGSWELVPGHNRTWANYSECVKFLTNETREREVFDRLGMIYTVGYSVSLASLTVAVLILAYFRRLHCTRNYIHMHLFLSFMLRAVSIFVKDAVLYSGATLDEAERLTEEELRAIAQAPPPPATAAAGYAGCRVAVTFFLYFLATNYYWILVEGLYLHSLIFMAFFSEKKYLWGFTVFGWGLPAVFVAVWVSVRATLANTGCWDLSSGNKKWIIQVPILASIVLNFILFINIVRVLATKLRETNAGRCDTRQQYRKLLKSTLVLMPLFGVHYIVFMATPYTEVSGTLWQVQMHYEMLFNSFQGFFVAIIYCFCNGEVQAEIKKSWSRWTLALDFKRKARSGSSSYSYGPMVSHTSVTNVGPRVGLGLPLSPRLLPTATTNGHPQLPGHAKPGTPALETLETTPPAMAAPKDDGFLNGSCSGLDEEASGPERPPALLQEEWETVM
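HEK-293-derived GP2 cells expressing PTHR1 and a GloSensor cAMP reporter, 3,000/well, plated overnight, given luciferin plus IBMX (each 0.5 mM as added) for 1 h at 37 °C, then compound for 1 h at 37 °C. Luminescence was read after 15 min at room temperature.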
CCT modulator: High-Throughput Screening for Modulators of Cytosolic Chaperonin Activity | purified chaperonin ATPase assay, HTRF ADP detection, 30 min | activity change, % (test concentration not listed), hits read low | 360,000 compounds, 0.3% hits | AID 651819, 2012; in the data active means activity change below about -30%; further: on the % scale 0 is the no-effect control and ±100 the full control effect
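TRiC (40 or 20 nM final, by batch activity) in 30 mM Tris pH 7.4, 100 mM KCl, 5 mM MgCl2, 1 mM DTT was treated with compound at 76 uM single dose, then 10 uM ATP, 30 min at 37 °C. ADP was read by HTRF Transcreener.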
The depositor's hits bear a star; [ ] = remark or other dose. Unless noted, the call rests on the fitted dose curve; in most records, active means well fitted curve in the direction sought with a large enough effect; inconclusive means small, poorly fitted or top-dose-only effect, or another doubt; inactive means no such curve, though single readings can be large; an effect the other way counts as inactive or inconclusive.

Screening C=CCNC(=O)C(=O)NCC1CCCN1S(=O)(=O)c1cccs1 (stereo not drawn) returned D3 antag -9, EPAC2 antagonist -9%, Mm-Cpn inhibitor 0%, pAkt inh inactive, EPAC2 agonist 1%, D3 ag 1, PTHR1 agonist -13% and CCT modulator 0.8.
`COc1ccc(CCNC(=O)Oc2ccccc2)cc1OC` gave D3 antag 0, EPAC2 antagonist 1%, Mm-Cpn inhibitor 1%, pAkt inh inactive, EPAC2 agonist -1%, D3 ag -2, PTHR1 agonist -18% and CCT modulator -0.2.
CCN1CCN(C(c2cccc(OC)c2OC)c2nnnn2Cc2ccco2)CC1 (stereo not drawn) was read as D3 antag -1, EPAC2 antagonist -12%, Mm-Cpn inhibitor -9%, pAkt inh inactive, EPAC2 agonist 8%, D3 ag -5, PTHR1 agonist inactive and CCT modulator -1.8.
Screening CC1(C)CC(=O)C2=C(C1)N(c1cccnc1)C(N)=C(C#N)C2c1cccs1 (stereo not drawn) returned D3 antag 3, EPAC2 antagonist 19%, Mm-Cpn inhibitor 2%, pAkt inh inactive, EPAC2 agonist 6%, D3 ag 7, PTHR1 agonist inactive and CCT modulator -0.1.
Screening c1ccc(C[C@H]2CN=C(Nc3ccccc3)N2CC2CCCCCC2)cc1 returned D3 antag 8, EPAC2 antagonist 0%, Mm-Cpn inhibitor 0%, pAkt inh inactive, EPAC2 agonist 15%, D3 ag -15, PTHR1 agonist 8% and CCT modulator -3.2.
`COC(=O)CCCn1cc(CN2CC(N3CCN(C)CC3)CS2(=O)=O)nn1` (stereo not drawn) gave D3 antag -9, EPAC2 antagonist -1%, pAkt inh inactive, EPAC2 agonist 8%, D3 ag 6, PTHR1 agonist -14% and CCT modulator 0.1.
For O=C(N/N=C/c1c(O)n(-c2ccccc2Cl)c(=O)c2ccccc12)c1cccnc1 the results were D3 antag 20, EPAC2 antagonist -22%, Mm-Cpn inhibitor -5%, pAkt inh inactive, EPAC2 agonist -1%, D3 ag -3, PTHR1 agonist -16% and CCT modulator 2.8.
`O=C(NCc1ccc(Cl)cc1)c1cnn2ccccc12` gave D3 antag -26, EPAC2 antagonist -11%, Mm-Cpn inhibitor -2%, pAkt inh inactive, EPAC2 agonist 4%, D3 ag -5, PTHR1 agonist inactive and CCT modulator 0.2.
Screening CCc1nn(CC(=O)N2CCC(C)CC2)c(=O)c2cccn12 returned D3 antag 13, EPAC2 antagonist 8%, Mm-Cpn inhibitor 1%, pAkt inh inactive, EPAC2 agonist 0%, D3 ag 0, PTHR1 agonist -6% and CCT modulator 2.6.
For CCCCN(CC)CCCNC(=S)Nc1ccc2nc(N3CCN(CC)CC3)cc(C)c2c1 the results were D3 antag -54*, EPAC2 antagonist -6%, Mm-Cpn inhibitor -2%, pAkt inh inactive, EPAC2 agonist 9%, D3 ag 12, PTHR1 agonist inactive and CCT modulator -2.2.
Screening O=C(CN1C(=O)NC2(CCCCCC2)C1=O)NC1CCCCCCC1 returned D3 antag -5, EPAC2 antagonist 1%, Mm-Cpn inhibitor 1%, pAkt inh inactive, EPAC2 agonist 4%, D3 ag -3, PTHR1 agonist inactive and CCT modulator 0.8.
CN1CCN(C(=O)/C=C\C(=O)O)CC1 was read as D3 antag 8, EPAC2 antagonist 2%, Mm-Cpn inhibitor inconclusive, pAkt inh inactive, EPAC2 agonist -2%, D3 ag -7, PTHR1 agonist -6% and CCT modulator -3.5.
`Cc1ccccc1NC(=O)NC1CCCCC1C` (stereo not drawn) gave D3 antag -1, EPAC2 antagonist -21%, Mm-Cpn inhibitor 1%, pAkt inh inactive, EPAC2 agonist -2%, D3 ag -14, PTHR1 agonist 2% and CCT modulator -0.2.
For OCCOCCn1c(-c2ccccc2)nc(=S)c2c1CCCC2 the results were D3 antag -15, EPAC2 antagonist 5%, Mm-Cpn inhibitor 1%, pAkt inh inactive, EPAC2 agonist 7%, D3 ag -6, PTHR1 agonist inconclusive and CCT modulator -5.3.
COc1ccc2nc(Cl)c(C=O)c(N3CCOCC3)c2c1 was read as D3 antag 13, EPAC2 antagonist -13%, pAkt inh inactive, EPAC2 agonist 5%, D3 ag 7, PTHR1 agonist -22% and CCT modulator -1.5.
`COc1cccc(CN(C)CC2CCCN(CCc3ccc(Cl)cc3)C2)c1OC` (stereo not drawn) gave D3 antag -19, EPAC2 antagonist -9%, Mm-Cpn inhibitor 0%, pAkt inh inactive, EPAC2 agonist 3%, D3 ag -8, PTHR1 agonist -18% and CCT modulator 0.3.
For C=CCOC(=O)C1=C(C)NC(SCC(=O)Nc2ccccc2)=C(C#N)C1c1ccco1 (stereo not drawn) the results were D3 antag -29, EPAC2 antagonist -3%, Mm-Cpn inhibitor -4%, pAkt inh inactive, EPAC2 agonist -1%, D3 ag -6, PTHR1 agonist inactive and CCT modulator -0.9.
CCC1(CC)NC(=O)N(CC(=O)N2N=C(c3ccc(Cl)cc3)CC2c2ccco2)C1=O (stereo not drawn) was read as D3 antag -5, EPAC2 antagonist 5%, Mm-Cpn inhibitor -2%, pAkt inh inactive, EPAC2 agonist 6%, D3 ag -6, PTHR1 agonist inactive and CCT modulator -3.4.
Screening Cc1ccc(NC(=O)C2CC(=O)N(CCc3ccccc3)C2)c(C)c1 (stereo not drawn) returned D3 antag 3, EPAC2 antagonist 10%, Mm-Cpn inhibitor 1%, pAkt inh inactive, EPAC2 agonist 10%, D3 ag 5, PTHR1 agonist inactive and CCT modulator -0.1.
`CSc1ccccc1NC(=O)C1C2CCC(C2)C1C(=O)O` (stereo not drawn) gave D3 antag 18, EPAC2 antagonist 1%, Mm-Cpn inhibitor 0%, pAkt inh inactive, EPAC2 agonist 4%, D3 ag 1, PTHR1 agonist -3% and CCT modulator 1.8.
`O=C(O)c1ccc2c(c1)C(=O)N(c1cccc(S(=O)(=O)Nc3cccc(C(F)(F)F)c3)c1)C2=O` gave D3 antag 0, EPAC2 antagonist 1%, Mm-Cpn inhibitor -1%, pAkt inh inactive, EPAC2 agonist -2%, D3 ag 11, PTHR1 agonist -11% and CCT modulator 1.0.
Cc1ccc(SCC(=O)OCC(=O)NC2(C#N)CCCCC2)cc1 was read as D3 antag 4, EPAC2 antagonist -9%, Mm-Cpn inhibitor -28%, pAkt inh inactive, EPAC2 agonist 2%, D3 ag -1, PTHR1 agonist inactive and CCT modulator 0.3.
Screening Cc1sc(NC(=O)Cc2ccc3c(c2)OCO3)nc1-c1ccc2c(c1)CCN2C(=O)c1ccccc1F returned D3 antag 11, EPAC2 antagonist -2%, Mm-Cpn inhibitor 0%, pAkt inh inactive, EPAC2 agonist -6%, D3 ag 2, PTHR1 agonist -15% and CCT modulator -9.4.
For O=C(Cn1ncc2c([nH]c3ccccc32)c1=O)N1CCCCC1 the results were D3 antag 6, EPAC2 antagonist 8%, Mm-Cpn inhibitor -4%, pAkt inh inactive, EPAC2 agonist 0%, D3 ag 2, PTHR1 agonist inactive and CCT modulator 0.1.
`CC(C)OP(=O)(OC(C)C)C(Nc1ccc([N+](=O)[O-])cc1)c1cccc([N+](=O)[O-])c1` (stereo not drawn) gave D3 antag -14, EPAC2 antagonist -12%, Mm-Cpn inhibitor 0%, pAkt inh inactive, EPAC2 agonist 0%, D3 ag 0, PTHR1 agonist -16% and CCT modulator -3.0.
For COCn1c(=O)c2c(nc(SC3=NCCS3)n2Cc2ccccc2C)n(COC)c1=O the results were D3 antag 25, EPAC2 antagonist 3%, Mm-Cpn inhibitor 1%, pAkt inh inactive, EPAC2 agonist 5%, D3 ag -3, PTHR1 agonist inactive and CCT modulator 0.9.
CCNNC(=O)C(O)(Cc1ccccc1)Cc1ccccc1 was read as D3 antag 14, EPAC2 antagonist 6%, Mm-Cpn inhibitor 1%, pAkt inh inactive, EPAC2 agonist 1%, D3 ag 4, PTHR1 agonist inactive and CCT modulator 0.9.
Cc1ccc(C(O)c2nc3ccccc3n2C(C)C)cc1 (stereo not drawn) was read as D3 antag -15, EPAC2 antagonist -4%, Mm-Cpn inhibitor -2%, pAkt inh inactive, EPAC2 agonist 4%, D3 ag -5, PTHR1 agonist -11% and CCT modulator -1.6.
`Cc1ccc(S(=O)(=O)N2CCCCC2)cc1C(=O)Nc1ccc2cn[nH]c2c1` gave D3 antag 8, EPAC2 antagonist -3%, Mm-Cpn inhibitor 1%, pAkt inh inactive, EPAC2 agonist 9%, D3 ag 1, PTHR1 agonist -2%[57.5 µM] and CCT modulator -2.6.
`CCC(Oc1ccccc1)C(=O)Nc1cc(C(F)(F)F)ccc1N1CCOCC1` (stereo not drawn) gave D3 antag -22, EPAC2 antagonist -28%, Mm-Cpn inhibitor -2%, pAkt inh inactive, EPAC2 agonist 4%, D3 ag 4, PTHR1 agonist inactive and CCT modulator -3.1.
Screening CCCn1nc(C(=O)Nc2cc(C(=O)OC)ccc2C)c2ccccc2c1=O returned D3 antag 8, EPAC2 antagonist -1%, Mm-Cpn inhibitor 0%, pAkt inh inactive, EPAC2 agonist 6%, D3 ag 19, PTHR1 agonist inactive and CCT modulator -3.1.

An excerpt; count on the stated rates, not on these rows.
